GAA850 FXN act = frataxin GAA850 promoter activation; HEK293 lucGAA850 FXN promoter luciferase reporter, 24 h; percent of 10 µM SAHA response; activation, % at 6 µM; 360,000 compounds, 0.56% hits;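 active = activation above the average of all compounds screened plus 3 SD, cutoff fixed separately per campaign, cut at about 7.5% in these data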;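 note: 0% = DMSO wells and 100% = 10 µM SAHA wells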
SMARCA2 act = activators of SMARCA2 function; MG213 cells, MMTV-luciferase reporter, dexamethasone, overnight; activation, % at 9.1 µM; 370,000 compounds, 1% hits; in the data active = activation above about 7.8%;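 note: 0% = vehicle wells and 100% = reference activator wells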
PLCb3 inh = blocks human PLC-beta3 enzyme activity | Q01970 | Purified PLC-beta3, fluorogenic substrate, fluorescence | inhibition, % at 12.2 µM | 370,000 compounds, 0.18% hits | AID 720704; in the data active = inhibition above about 11%;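 note: 0% = median of compound wells on plate and 100% = full blocker control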
PG9 Ab binder = PG9 antibody binding by small molecule. TR-FRET gp120-PG9 antibody binding. 360,000 compounds, 0.43% hits. inhibition, % at 6.7 µM. AID 624416; in the data active = inhibition above about 8.5%
DAX1 inh-1 = inhibitors of human orphan nuclear receptor DAX1 (NR0B1) | P51843 | HEK293 Gal4-DAX1 luciferase reporter, luminescence | inhibition, % at 6.75 µM | 340,000 compounds, 0.99% hits | AID 504766;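 active = inhibition above the mean over all tested compounds plus 3 SD, cut at about 4.2% in these data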;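 note: 0% = DAX1-transfected cells with DMSO and 100% = empty-vector control cells with DMSO; inhibition shows as a rise in luminescence from relieved DAX1 repression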
Target sequence (P51843 207-470 limits assumed): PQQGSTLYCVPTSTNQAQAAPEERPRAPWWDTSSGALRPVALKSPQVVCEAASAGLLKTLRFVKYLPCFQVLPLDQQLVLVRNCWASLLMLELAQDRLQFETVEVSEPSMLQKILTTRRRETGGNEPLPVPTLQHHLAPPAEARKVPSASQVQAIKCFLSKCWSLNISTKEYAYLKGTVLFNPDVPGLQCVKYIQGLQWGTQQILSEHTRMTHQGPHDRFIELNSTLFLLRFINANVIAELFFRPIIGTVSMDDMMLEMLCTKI
hgDAF-12 ag = activates the H. glycines DAF-12 receptor ligand-binding domain | activation, % at 6.8 µM | 370,000 compounds, 1.8% hits | HEK293 GAL4-hgDAF12 UAS-luciferase reporter, agonist luminescence; normalized to butyrate control;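 active = activation above a cutoff set at the mean of all screened compounds plus 3 SD, cut at about 10% in these data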;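 note: 0% = DMSO wells and 100% = sodium butyrate wells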
ssDAF12 agonist = S. stercoralis DAF-12 activation, primary screen; activation, % at 6.8 µM; 370,000 compounds, 1% hits; HEK293 ssDAF-12/GRIP1 lit1-tk-luc reporter, luminescence; % of 3 µM dafachronic acid response; AID 652126;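 active = activation above the mean over all tested compounds plus 3 SD, cut at about 0.9% in these data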;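 note: 0% = DMSO-only wells and 100% = 3 µM delta7-dafachronic acid wells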
DAX1 inh-2 = inhibitors of DAX1 repression of SF-1 activated StAR promoter | 370,000 compounds, 1.1% hits | AID 652010 | inhibition, % at 6.8 µM | HEK293T StAR-luciferase reporter, SF-1/DAX-1 repression relief;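 active = inhibition above the mean over all tested compounds plus 3 SD, cut at about 3.6% in these data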;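 note: 0% = DAX-1 cells with DMSO and 100% = cells lacking DAX-1 with DMSO; higher inhibition means more luminescence from relief of DAX-1 repression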
NR1D1 modulator = modulators of human Rev-erb alpha DNA binding; AID 1259318; 370,000 compounds, 0.79% hits; Rev-erbα–FITC-DNA binding, fluorescence polarization, 90 min; activity, % at 10 µM; P20393;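 active = activity above about 14%, limit read from the data; passing the limit was not always enough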;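 note: 0% = DMSO wells with 35 nM protein and 100% = DMSO wells with 750 nM protein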
Target sequence (P20393 whole entry, looked up): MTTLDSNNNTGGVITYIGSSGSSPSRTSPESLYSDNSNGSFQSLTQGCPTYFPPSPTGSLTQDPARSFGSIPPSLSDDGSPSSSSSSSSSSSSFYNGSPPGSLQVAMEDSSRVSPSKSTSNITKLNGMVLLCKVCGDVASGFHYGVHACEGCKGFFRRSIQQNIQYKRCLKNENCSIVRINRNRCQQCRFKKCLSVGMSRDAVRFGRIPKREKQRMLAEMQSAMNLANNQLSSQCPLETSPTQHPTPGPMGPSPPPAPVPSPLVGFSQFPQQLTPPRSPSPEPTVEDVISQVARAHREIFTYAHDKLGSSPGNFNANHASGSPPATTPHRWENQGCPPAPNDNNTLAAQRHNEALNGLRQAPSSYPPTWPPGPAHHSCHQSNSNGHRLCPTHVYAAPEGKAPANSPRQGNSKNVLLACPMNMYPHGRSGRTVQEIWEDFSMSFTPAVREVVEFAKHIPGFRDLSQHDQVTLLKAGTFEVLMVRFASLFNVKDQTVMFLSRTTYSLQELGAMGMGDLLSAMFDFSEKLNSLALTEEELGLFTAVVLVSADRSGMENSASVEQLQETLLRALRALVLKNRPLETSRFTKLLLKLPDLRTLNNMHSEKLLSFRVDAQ
hcDAF12 agonist = H. contortus DAF-12 activation, primary screen; HEK293 hcDAF-12 lit1-tk-luc reporter, luminescence; 0% DMSO, 100% Δ7-dafachronic acid; AID 652067; activation, % at 6.8 µM; 370,000 compounds, 1.4% hits;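 active = activation above the mean of all tested compounds plus 3 SD, cut at about 5.5% in these data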;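 note: 100% = response to 3 µM Δ7-dafachronic acid high control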
sPLA2-III inh = Inhibits HGIII-sPLA2 liposome hydrolysis, primary screen | Q9NZ20 | QFRET BODIPY PC-A2 liposome hydrolysis, fluorescence | inhibition, % at 12.2 µM | 370,000 compounds, 0.56% hits | AID 743126;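 active = inhibition above mean plus 3 SD of compounds lying within the high and low control bounds, cut at about 19% in these data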;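 note: 0% = median of test compound wells and 100% = no enzyme DMSO wells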
Active calls of the source: *; i = inactive; . = no result given.

SMILES | GAA850 FXN act | SMARCA2 act | PLCb3 inh | PG9 Ab binder | DAX1 inh-1 | hgDAF-12 ag | ssDAF12 agonist | DAX1 inh-2 | NR1D1 modulator | hcDAF12 agonist | sPLA2-III inh
Cc1ccc2c(CC(=O)NNC(=O)c3ccccc3)coc2c1 | -0.1 | 0 | 2 | -0.1 | -1.7 | 1.7 | -1.3 | -0.4 | 0 | -0.3 | -7
CCc1ccccc1NC(=O)CSC1=C(C#N)C(c2ccc(O)c(OC)c2)C2=C(CCCC2=O)N1 (stereo not drawn) | -3.1 | -3 | -7 | 3.4 | -0.2 | 0.0 | -1.5 | -0.3 | -8 | -1.5 | -2
C=CCCC(=O)N(C)CCO | 0.3 | 0 | -1 | -0.2 | 1.9 | 3.4 | -1.1 | -0.1 | -1 | -1.7 | 5
COCCn1nnnc1C(c1cccs1)N1CCN2CCCC2C1 (stereo not drawn) | 1.3 | -4 | 2 | -3.0 | -1.4 | 0.2 | -0.6 | -0.3 | -3 | -0.3 | 3
Cc1[nH]c(=O)[nH]c(=O)c1NS(=O)(=O)c1ccc2c(c1)CCCC2 | 0.9 | -1 | 2 | -0.1 | 0.1 | -1.5 | -1.6 | -0.5 | 1 | -1.8 | 1
Cc1ccc(NS(=O)(=O)c2cc(C(=O)NCc3ccncc3)ccc2C)cc1 | 0.2 | 0 | -5 | 0.3 | 1.7 | -3.1 | -0.9 | -1.1 | -1 | -3.0 | -3
CC(=O)Nc1ccc(S(=O)(=O)Nc2ncccn2)cc1 | 2.9 | -3 | 2 | 0.2 | -1.1 | -1.0 | -0.9 | -0.5 | -1 | -2.3 | 9
COc1ccc(C2c3cc4c(cc3OC(N3CCOCC3)C2C)OCO4)c(OC)c1 (stereo not drawn) | -5.6 | -4 | 0 | -1.6 | -2.5 | -2.5 | -0.5 | -1.0 | 3 | 0.7 | -4
COC(=O)CN1C(=O)[C@H]2[C@@H](c3ccc(C)o3)N3C(=O)CN(Cc4ccccn4)C(=O)[C@@]3(C)[C@H]2C1=O | -1.1 | 1 | 0 | -1.5 | 3.4 | 1.2 | -1.1 | 0.3 | 1 | 0.1 | -3
COc1cc(CNCCNCC(C)O)ccc1OCc1ccc(Cl)nc1 (stereo not drawn) | 1.7 | -2 | 5 | -0.7 | 0.6 | 0.2 | 0.0 | 0.2 | 0 | -1.3 | 6
c1ccc(Cc2c(-c3ccco3)nc3c4ccccc4ccn23)cc1 | . | 2 | -48 | -2.3 | . | 23* | 3.5* | 5.3* | -5 | 12* | 2
CCn1nc(C(=O)Nc2nc3ccc(C)cc3s2)c2ccccc2c1=O | 3.6 | 1 | 2 | 0.1 | 0.0 | -3.0 | -1.8 | -0.1 | . | -0.9 | -3
CN(CCO)c1nc(N)c2c(N)nc3c(c2c1C#N)CC(=O)N3Cc1cccs1 | -0.1 | 1 | -358 | 0.4 | 0.6 | -3.5 | -2.0 | -0.5 | 0 | -0.9 | 14
COc1ccccc1NC(=S)NC(=O)c1ccc(Cn2cc(Br)cn2)cc1 | -1.4 | -4 | 2 | -0.3 | -0.7 | 1.7 | -1.0 | 0.2 | -5 | -1.5 | 10
COc1ccc(C(=O)NC2CC2)cc1OC1CCN(Cc2cc(C)cc(C)c2)CC1 | 2.8 | 1 | -10 | -1.8 | -0.2 | -0.2 | -1.2 | 0.4 | 2 | -0.9 | 1
CCN(CC)C(=O)C1CCCN(C/C=C/c2ccccc2)C1 (stereo not drawn) | -1.2 | -3 | 2 | 0.1 | -1.0 | -3.2 | -1.3 | -0.9 | 3 | -2.0 | 0
CN(C)CCNc1ncnc2c1ncn2[C@H]1CN(Cc2cccs2)C[C@@H](CO)O1 | 1.4 | -1 | -1 | -0.1 | . | 1.7 | -0.7 | 0.9 | 2 | 1.0 | 2
COCCN1CC(O)=C(c2nc3ccccc3c(=O)[nH]2)C1=N | 0.2 | 1 | -108 | -0.6 | 0.1 | -1.3 | -1.1 | -0.2 | 0 | -2.1 | 3
CCC1(c2ccc(F)cc2)NC(=O)NC1=O (stereo not drawn) | -0.4 | -2 | -5 | -2.5 | 2.4 | -2.4 | -1.3 | -0.3 | -1 | -0.8 | 1
COc1cc(-c2noc(C)c2C#CC2(O)CCCCC2)cc(OC)c1OC | -1.5 | 1 | 3 | -1.9 | 0.5 | -2.7 | -1.1 | -0.6 | -2 | -2.0 | -10
CC(=O)c1ccc(OCCn2cnc3ccccc32)cc1 | 1.2 | -3 | 1 | 1.3 | 0.0 | 2.3 | -1.3 | -0.3 | 2 | -1.7 | 2
CN1CCN(NS(=O)(=O)c2ccc(Cl)cc2)CC1 | 0.6 | -1 | 2 | 0.2 | -0.2 | -1.6 | -1.5 | 0.2 | -2 | -1.2 | -2
O=c1ncn(C2CCCCC2)c(=O)[nH]1 | 1.0 | -1 | 2 | 2.6 | 0.6 | -0.6 | -1.1 | -1.0 | -1 | -1.4 | 4
Cc1ccc(-c2csc(C(O)c3cccc(Cl)c3)n2)cc1C (stereo not drawn) | -0.2 | 0 | 3 | -0.8 | . | 5.3 | -1.0 | -0.5 | 1 | -0.7 | -9
COC(=O)C1=CN(c2ccc(F)cc2)C=C(C(=O)OC)C1c1ccc(O)cc1 | 3.4 | -3 | -264 | 0.1 | -0.8 | -1.6 | -0.6 | -0.1 | 2 | -1.9 | -22
CCN(CC(=O)Nc1cc(C)nn1-c1nc(C)cc(C)n1)Cc1ccccc1 | -1.5 | -1 | 1 | -2.8 | 0.1 | -0.1 | -1.9 | -0.9 | 6 | -1.4 | -2
Cc1cccc(C(C)C)c1NC(=O)c1cccnc1 | -2.4 | -8 | 0 | 2.1 | -1.0 | -2.1 | -0.8 | 0.4 | -2 | 1.6 | 2
Oc1cccc2c(-c3nn[nH]n3)ccnc12 | 0.8 | 3 | 1 | -2.5 | 1.0 | -0.6 | -1.4 | -0.6 | 3 | -1.6 | -3
COc1ccc(-c2cn3cccnc3n2)cc1NC(=O)c1cc(OC)c(OC)c(OC)c1 | 0.8 | 0 | i | 0.9 | -1.1 | -2.9 | -1.9 | -1.8 | 5 | -0.6 | 3
O=C(NCc1nc(-c2ccccc2)no1)c1cccs1 | 3.4 | -4 | 3 | 0.2 | 0.8 | 0.3 | -1.7 | -0.4 | -1 | -2.2 | 4
COc1cc(OC)c(C2N(c3ccccn3)C(=O)C3CCCN32)cc1OC (stereo not drawn) | -1.5 | -2 | -22 | 1.3 | -0.4 | -1.9 | -1.4 | 0.4 | -5 | -2.0 | -1
Cc1cccc(OCC(=O)OCC(=O)Nc2ccc(Cl)cn2)c1 | -0.3 | -1 | -4 | -1.7 | 1.9 | 0.3 | -0.4 | 0.0 | -15 | 0.4 | -1
CCCNC(=O)C1(C)CCN(C(=O)c2cccc(OC(F)(F)F)c2)C1 (stereo not drawn) | 0.8 | -1 | 2 | -0.5 | . | 3.0 | -1.4 | 0.2 | -9 | -0.4 | 3
CCOc1c([N+](=O)[O-])cc2c(C)c(C(=O)N3CCN(C)CC3)oc2c1OCC | 3.2 | 1 | 3 | -0.2 | 1.3 | 0.2 | -1.3 | -0.1 | -2 | -0.1 | -3
Cc1cc(Cl)ccc1OCC(=O)OCC(=O)Nc1cccnc1Cl | 0.4 | 1 | -5 | -1.1 | -0.8 | -3.6 | -0.3 | 0.4 | 0 | -0.6 | -2
CC(C)(C)OC(=O)N/N=C/c1cc(N=Nc2ccccc2)ccc1O | 2.1 | 1 | 3 | -0.7 | -0.5 | 5.6 | -0.3 | 0.3 | -1 | 4.1 | 5
CC1CCc2nn(CC(=O)N3CCc4ccccc43)cc2C1 (stereo not drawn) | 3.4 | 0 | 9 | 1.4 | 4.6* | 3.4 | -0.2 | 1.1 | 11 | 3.3 | 1
CC1(Oc2cnc(Cl)c3ccccc23)CCN(Cc2ccc(OC(F)(F)F)cc2)C1 (stereo not drawn) | 2.9 | -1 | -83 | -0.9 | . | 0.6 | -0.2 | 0.4 | 4 | 2.5 | -11
COc1ccc(NC(=O)N(C)C[C@@H]2OCc3cnnn3CCCC(=O)N([C@@H](C)CO)C[C@H]2C)cc1 | 0.6 | -3 | 2 | 0.7 | 0.8 | -0.6 | -0.6 | -0.3 | -5 | 0.6 | 7
CCc1ccc2nc(Nc3nc(COC)cc(=O)[nH]3)nc(C)c2c1 | 1.6 | -1 | 2 | 0.9 | -0.2 | -0.8 | -1.6 | -0.9 | 2 | -3.6 | 9
O=C(NCc1nc(-c2ccccc2)no1)c1ccc2c(c1)OCO2 | 1.5 | -2 | 1 | 0.7 | -1.1 | 0.0 | -1.9 | 0.1 | 0 | -0.5 | -10
COC(=O)c1ccccc1NC(=O)COC(=O)CSCC(=O)N1CCOCC1 | -2.2 | 0 | 0 | 0.9 | 1.8 | 0.0 | -1.0 | 1.2 | 2 | -0.9 | -2
O=C(COC(=O)c1cnc(Cl)c(Cl)c1)c1ccc(F)cc1 | 0.6 | -3 | -5 | 2.2 | 0.9 | 1.3 | -1.2 | 0.3 | 0 | -0.6 | 3
CN(C)c1cc[n+](CC(=O)Nc2ccc(Cl)c([N+](=O)[O-])c2)cc1 | 0.8 | 3 | -2 | -0.8 | -0.5 | 3.0 | -0.5 | -0.8 | 6 | 1.3 | 1
CCCc1cc(C(=O)N(C)CC(=O)Nc2ccc(OCC)c(OCC)c2)sc1C | 1.8 | -2 | -2 | 0.4 | -0.9 | 0.4 | -0.6 | -2.5 | 6 | -1.0 | -2
COc1cc(NS(=O)(=O)c2ccc(NC(=S)NC(=O)/C=C/c3ccco3)cc2)ncn1 | -0.7 | 1 | -10 | -1.2 | 0.0 | 3.1 | -1.4 | 1.0 | -10 | -1.6 | -30
O=C(COC(=O)c1cc(S(=O)(=O)N2CCOCC2)ccc1F)c1ccccc1 | -0.3 | 0 | -4 | -1.4 | 1.2 | 1.2 | -1.5 | -1.0 | -1 | -0.6 | -5
CCOc1ccc(Br)cc1S(=O)(=O)NCc1ccc(S(N)(=O)=O)cc1 | 0.8 | 2 | -6 | -1.5 | -1.2 | 2.1 | -0.6 | 1.4 | 5 | -1.7 | -17
O=C(CSc1nnc(-c2cccs2)o1)N1CCOCC1 | 5.1 | -1 | 6 | -2.4 | -0.8 | -0.3 | -1.3 | -0.4 | 5 | -1.4 | 2
O=C1NCCCc2c1oc1cc(Br)c(O)c(Br)c21 | -3.3 | -3 | -88 | -1.6 | -0.1 | 3.0 | -2.3 | -0.5 | -6 | -2.5 | 5
O=C(C[C@@H]1C/C=C\C[C@H](Cc2ccc(F)cc2)C(=O)OC[C@@H]2CCCN2C1=O)N[C@H](CO)Cc1ccccc1 | 0.4 | 1 | 1 | -1.2 | -0.8 | -0.7 | -1.3 | -0.3 | 2 | -1.6 | -4

High-throughput results: PubChem, several laboratories
